Screening data: PubChem BioAssay, National Center for Advancing Translational Sciences (NCATS)
USP1 inh – Inhibitors of USP1/UAF1: Primary Screen; recombinant USP1/UAF1, Ub-Rhodamine cleavage fluorescence; 390,000 tested, 0.23% active; AID 743255, 2014; Potency, µM (doses to about 57.1 µM), without a hit: top-dose activity change, negative = inhibition, usual class: inhibitors; note: potency is the fitted concentration of half-maximal effect; % is set by controls: 0 for no effect and ±100 for the full control effect; nearly all actives have a fitted effect of over 60% in size; inactives centre near -12
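Step one: compound is pinned into 1nM USP1/UAF1 in HEPES pH 7.8 buffer with TCEP. Step two: 15 min room-temperature incubation. Step three: Ub-Rho (150nM final) starts cleavage, tracked by fluorescence over six one-minute reads.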
mIDH1 inhibitor – qHTS for Inhibitors of mutant isocitrate dehydrogenase 1 (IDH1): qHTS. IDH1-R132H enzyme, NADPH consumption, diaphorase/resazurin fluorescence. Isocitrate dehydrogenase [NADP] cytoplasmic (Homo sapiens), O75874. Potency, µM (doses to about 76.6 µM), inactives show at the highest dose activity change, negative = inhibition, hits mostly inhibitors. 390,000 tested, 0.093% active; note: potency is the fitted concentration of half-maximal effect; % is set by controls: 0 for no effect and ±100 for the full control effect; nearly all actives have a fitted effect of over 65% in size
Target sequence (O75874 whole entry R132H, stated change not applied): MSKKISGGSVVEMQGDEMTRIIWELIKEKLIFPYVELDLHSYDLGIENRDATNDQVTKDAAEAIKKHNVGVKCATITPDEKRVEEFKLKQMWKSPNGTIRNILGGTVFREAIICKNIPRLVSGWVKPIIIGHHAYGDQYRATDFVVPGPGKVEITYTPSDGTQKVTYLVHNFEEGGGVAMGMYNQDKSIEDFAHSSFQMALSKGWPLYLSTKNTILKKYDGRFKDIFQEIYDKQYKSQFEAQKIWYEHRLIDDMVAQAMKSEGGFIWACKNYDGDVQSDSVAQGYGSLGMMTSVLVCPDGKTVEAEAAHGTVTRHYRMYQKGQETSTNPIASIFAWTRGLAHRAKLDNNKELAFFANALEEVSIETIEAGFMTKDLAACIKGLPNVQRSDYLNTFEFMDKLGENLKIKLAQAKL
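IDH1-R132H (0.5 ug/mL) preincubated 30 min with compound, then NADPH (0.016 mM) and alpha-KG (2 mM) added; 80 min at RT, pH 7.5. Remaining NADPH coupled via diaphorase/resazurin to fluorescence (540/590 nm); concentration-response curves normalized to no-enzyme control.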
Vif-A3F inh – qHTS for Inhibitors of Vif-A3F Interactions: qHTS; HeLa A3F-eYFP + Vif (tagged APOBEC3F with the HIV-1 protein that degrades it), YFP fluorescence increase; Potency, µM (titrated, usually from 46.1 µM), for the others: top-dose activity, negative = active; 390,000 tested, 0.2% active; AID 602313, 2012; note: potency is the fitted concentration of half-maximal effect; % of control where 0% means no effect; nearly all actives have a fitted effect of over 65% in size
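HeLa cells stably expressing A3F-eYFP plus Vif, plated and incubated overnight at 37 deg C, then exposed to compounds overnight at 37 deg C. Blocked degradation read as raised yellow fluorescence (Ex 488/Em 500-530).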
RGS4 inhibitor – Inhibitors of Regulator of G Protein Signaling (RGS) 4: qHTS; Regulator of G-protein signaling 4 (Homo sapiens), P49798; Transcreener GDP fluorescence polarization, RGS4-accelerated GTP hydrolysis; Potency, µM (top dose mostly 114 µM), for the others: at the highest dose activity change, negative = inhibition, usual class: inhibitors; 390,000 tested, 0.039% active; AID 504845, 2011; note: potency is the fitted concentration of half-maximal effect; % is set by controls: 0 for no effect and ±100 for the full control effect; nearly all actives have a fitted effect of over 75% in size; some results filed as inactive show a strong effect at the top dose
Target sequence (P49798 whole entry, looked up): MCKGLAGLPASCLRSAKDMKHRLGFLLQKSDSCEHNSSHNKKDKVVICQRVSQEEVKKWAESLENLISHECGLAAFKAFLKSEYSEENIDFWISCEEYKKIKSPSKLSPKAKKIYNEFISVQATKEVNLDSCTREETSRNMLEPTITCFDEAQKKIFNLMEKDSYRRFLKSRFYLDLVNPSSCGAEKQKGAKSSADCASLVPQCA
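MLSMR compounds (23 nl, pin-transferred) preincubated 10 min at room temperature with a 500nM (2x) first reagent, then RGS4 at 900nM (2x) plus Transcreener GDP mix added; fluorescence polarization (620/688 nm) read before and after 90 min at 30 °C.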
TrxR1 substrate – qHTS Assay for Substrates of Mammalian Selenoprotein Thioredoxin Reductase 1 (TrxR1): qHTS; 390,000 tested, 0.01% active; purified TrxR1 substrate turnover, NADPH consumption readout; Thioredoxin reductase 1, cytoplasmic (Rattus norvegicus), O89049; Potency, µM (top dose mostly 114 µM), without a hit: top-dose activity change, negative = substrate turnover; note: potency is the fitted concentration of half-maximal effect; % is set by controls: 0 for no effect and ±100 for the full control effect; nearly all actives have a fitted effect of over 50% in size
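Rat TrxR1, dispensed at 90 nM, was prereduced with 400 uM NADPH (final) for 5 min at ~22 deg C, then incubated with compound 15 min before 400 uM selenite. A first-read NADPH fluorescence drop versus no-compound background flagged substrates.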
Glioma ERSR ind – qHTS for Inducers of the Endoplasmic Reticulum Stress Response (ERSR) in Human Glioma: qHTS; U87-MG GRP78 promoter luciferase reporter, 16 h; Potency, µM, for the others: at the highest dose activation, most hits filed as activators; 420,000 tested, 0.02% active; AID 602332, 2012; note: potency is the fitted concentration of half-maximal effect; series mostly up to about 76 µM; % of control where 0% means no effect; nearly all actives have a fitted effect of over 35% in size
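Stably transfected U87-MG glioma cells carrying a GRP78-based luciferase sensor; 16 h compound incubation. Luminescence end-point read 10 min after Bright-Glo addition at room temperature.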
TrxR1 inh – qHTS Assay for Inhibitors of Mammalian Selenoprotein Thioredoxin Reductase 1 (TrxR1): qHTS; recombinant rTrxR1, NADPH fluorescence consumption, selenite substrate; 390,000 tested, 1% active; AID 588453, 2011; Potency, µM (top dose mostly 114 µM), for the others: top-dose activity change, negative = inhibition, usual class: inhibitors; note: potency is the fitted concentration of half-maximal effect; % is set by controls: 0 for no effect and ±100 for the full control effect; nearly all actives have a fitted effect of over 65% in size
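Rat TrxR1 (90 nM in the dispensed reagent) was pre-reduced with 400 uM NADPH for 5 min at room temperature, then incubated with compound for 15 min. After 400 uM selenite was added, NADPH fluorescence (Ex 340/Em 450 nm) was followed for 8 min.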
LDHA block – qHTS assay for inhibitors of human lactate dehydrogenase | 480,000 tested, 0.15% active | activity change, % (values are at about 110 or 230 µM) | purified LDHA, NADH/diaphorase-resazurin fluorescence; stronger effect = lower value | L-lactate dehydrogenase A chain (Homo sapiens), P00338; in the data active = activity change below about -30%; inconclusive = mostly about -25% to -30%;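 note: plate controls were DMSO wells for no effect and wells without enzyme for full effect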
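Remaining NADH was detected by diaphorase (0.133 mg/mL) converting 37 µM resazurin to fluorescent resorufin, read at 0 and 20 minutes. The preceding 5-minute room-temperature reaction used 2 nM LDHA, 0.2 mM sodium pyruvate and 0.06 mM NADH at pH 7.4.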
Vif-APOBEC3G blk – qHTS for Inhibitors of Vif-A3G Interactions: qHTS; HeLa A3G-eYFP + Vif (tagged APOBEC3G with the HIV-1 protein that degrades it), YFP fluorescence, overnight; Potency, µM (titrated, usually from 46.1 µM), for inactives: at the top dose activity, negative = active, actives largely listed as inhibitors; 410,000 tested, 0.076% active; AID 602310, 2012;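 note: potency is the fitted concentration of half-maximal effect; % is set by controls: 0 for no effect and ±100 for the full control effect; nearly all actives have a fitted effect of over 60% in size; hits raise eYFP signal because A3G escapes Vif-driven loss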
Target sequence (Q9HC16 whole entry, looked up): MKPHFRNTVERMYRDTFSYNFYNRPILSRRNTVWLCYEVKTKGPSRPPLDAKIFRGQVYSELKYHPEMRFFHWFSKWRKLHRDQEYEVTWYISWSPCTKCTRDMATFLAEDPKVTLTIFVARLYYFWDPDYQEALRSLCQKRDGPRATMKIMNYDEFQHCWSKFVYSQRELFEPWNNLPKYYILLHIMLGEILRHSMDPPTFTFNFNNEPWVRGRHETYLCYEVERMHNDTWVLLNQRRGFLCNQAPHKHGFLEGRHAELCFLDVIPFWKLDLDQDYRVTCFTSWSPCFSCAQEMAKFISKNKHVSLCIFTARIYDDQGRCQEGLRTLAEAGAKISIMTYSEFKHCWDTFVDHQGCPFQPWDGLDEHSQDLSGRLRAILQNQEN
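HeLa cells stably expressing Vif and C-terminally eYFP-tagged A3G, seeded overnight at 37 deg C, then exposed to compound by pintool overnight at 37 deg C. Rise in yellow fluorescence (Ex 488/Em 500-530, Acumen) marks blocked Vif-driven A3G degradation.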
* = called active by the depositor; ? = inconclusive; / = no result given; & = joins results of further samples; [ ] = remark or other dose. Unless noted, calls come from the whole dose curve; as a rule, active = well fitted curve in the direction sought with a large enough effect; inconclusive = small, poorly fitted or top-dose-only effect, or another doubt; inactive = no such curve, though single readings can be large; an effect the other way counts as inactive or inconclusive.

item	compound	USP1 inh	mIDH1 inhibitor	Vif-A3F inh	RGS4 inhibitor	TrxR1 substrate	Glioma ERSR ind	TrxR1 inh	LDHA block	Vif-APOBEC3G blk
1	CC(=O)Nc1ccc(S(=O)(=O)NC(C)c2nc(-c3ccccc3)no2)cc1 (stereo unspecified)	-16%	0%	8%	-12%	6%[0.0914 µM]	0%	18%[57.1 µM]	-3	0%
2	COc1ccc2c(c1OC)C(=O)N(c1ccc(C)cc1)C2=O	-18%	6%	10%	-33%	-3%[57.1 µM]	3%	29%[57.1 µM]	-2	0%
3	Cc1ccc(NC(=O)[C@@H](CC(C)C)NC(=O)[C@@H]2Cc3ccccc3CN2)cc1	-10%	-7%	-1%	-23%[56.9 µM]	3%[57.1 µM]	0%	21%[57.1 µM]	-16	1%
4	COC(=O)Cn1c(=O)c(=O)n(CC(=O)OC)c2ccccc21	-20%	1%	-1%	-37%	17%	-11%	28%[57.1 µM]	-10	0%
5	O=S(=O)(c1ccccc1)N1CCN(c2ccccc2)CC1	0%	6%	3%	-10%&2%	5%&-7%	0%&-1%	-5%&5%	-1&-5	-2%&0%
6	CCOc1ccccc1/C=C(/NC(=O)c1ccccc1)C(=O)N1CCCCC1	-1%	2%	-14%	14%	0%	-1%	11%	-4	1%
7	C=CCNC(=O)c1scc2c1CCCC2	-8%	-2%	-3%	-32%	4%	5%	6%[57.1 µM]	-4	2%
8	Cc1c(Cc2ccccc2)c(=O)oc2c(C)c(OCC(=O)N3CCC(C(=O)O)CC3)ccc12	-15%	-11%	0%	-3%	263%[activator]	-5%	-1%	-4	1%
9	CCCC1N2CC3([N+](=O)[O-])CN1CC([N+](=O)[O-])(C2)C3(C)C (stereo unspecified)	-3%	0%	-8%	20%	3%	-5%	4%	-5	0%
10	Cc1ccc(CNS(=O)(=O)c2cnc(N)nc2)cc1	0%	0%	-1%	-6%	4%[57.1 µM]	-4%	13%[57.1 µM]	1	2%
11	O=C(CNC(=O)c1ccc(Cl)cc1)NC(CO)c1ccccc1 (stereo unspecified)	-2%	-5%	6%	-12%	-5%	-3%	-14%	-8	7%
12	Cn1nc(C(=O)NCc2ccc(Cl)cc2)c2c1-c1ccccc1SC2	-17%	-2%	-13%	-14%	0%	-2%	8%	-2	-6%
13	CC(=O)c1cccc(CN2CCC(C(=O)Nc3ccc(-c4cccc(C)c4)cc3)CC2)c1	-25%	10%	-7%	-6%	8%	-4%	17%	0	-1%
14	CCO/N=C(/C)c1c(O)cc(C(C)(C)C)n(-c2ccccc2)c1=O	-15%	0%	5%	-10%	-8%	-2%	-13%	0	-5%
15	CCc1ccccc1OCC(=O)NCC1COc2ccccc2O1 (stereo unspecified)	-18%	-8%	-4%	5%	-7%[2.29 µM]	0%	17%[57.1 µM]	-3	0%
16	COCC(=O)N(Cc1cc2cc(C)ccc2[nH]c1=O)c1ccc(C)c(C)c1	-1%	3%	7%	-8%	7%	-7%	6%	0	-3%
17	Cc1ccccc1OC(C)C(=O)NCCNC(=O)C(C)Oc1ccccc1C (stereo unspecified)	/	/	/	11%	0%	-4%	-6%	-1	4%
18	CN(Cc1ccccc1)C(=O)c1ccc(NC(=O)Cc2ccc(NC(=O)C3CCCN(C(=O)CCc4ccccc4)C3)cc2)cc1 (stereo unspecified)	-22%	-6%[38.3 µM]	-1%	16%	1%	-1%	20%	-7	4%
19	COc1ccccc1N1CCN(S(=O)(=O)c2c(C)nc3sccn3c2=O)CC1	?	-1%	-9%	10%	8%	-4%	22%	-2	-1%
20	CCN(CC)C(=O)c1ncn(Cc2ccccc2)c1C(=O)N(CC)CC	-20%	17%	3%	6%	-1%[57.1 µM]	2%	-10%[57.1 µM]	-10	4%
21	Cc1onc(-c2ccccc2)c1C(=O)N1CCCN(C(=O)c2c(-c3ccccc3)noc2C)CC1	-11%	0%	2%	11%	6%	-2%	22%	-12	0%
22	CCN(CC)CCNC(=O)c1nn(-c2ccc(Cl)cc2)c2c1CCc1cc(OC)ccc1-2	-24%	2%	-1%	-24%	-6%[11.4 µM]	-8%	3%[11.4 µM]	8	?
23	O=C(C(=O)N1CCc2ccccc2C1)c1cn(CC(=O)N2CCOCC2)c2ccccc12	-23%	3%	-13%	-15%	-7%	-5%	-7%	-7	2%
24	O=C(CS(=O)(=O)Cc1ccccc1)N1CCc2ccccc21	-9%	7%	-4%	-11%	-11%	7%	-16%	-4	-7%
25	Cc1ccc(NC(=O)Cn2cnc3sc(C(=O)O)c(C)c3c2=O)cc1Cl	?	12%	1%	-12%	-2%	-2%	-5%	-8	-2%
26	CN1CCc2nc3sc(C(=O)Nc4cccc(C#N)c4)c(N)c3cc2C1	10%	/	/	?	5%	/	15%	2	/
27	CCCCC(=O)N(CCOC)c1nnc(-c2ccc(OC)cc2)s1	4%	3%	-5%	7%[11.4 µM]	16%	-5%	-11%	-4	5%
28	Cc1cc(C)n2nc(SCc3ccccc3C(=O)O)nc2n1	-9%	-8%	3%	3%	6%	-2%	37%	-8	-2%
29	COc1cc(-c2noc(-c3cc4cccc(C)c4oc3=O)n2)cc(OC)c1OC	3%	-8%	4%	23%	-2%	0%	17%	-5	8%
30	O=C(CN1C(=O)NC2(CCCc3ccccc32)C1=O)NCc1ccc(Cl)cc1Cl (stereo unspecified)	-12%	2%	-1%	30%	-14%	-7%	-10%	-8	-1%
31	CC(Sc1nnc(Cc2ccccc2)n1C)C(=O)NC1CC1 (stereo unspecified)	-17%	-2%	1%	9%	-5%	-2%	7%	2	2%
32	COC(=O)c1cnn2c(C(F)(F)F)cc(-c3ccccc3)nc12	-5%	5%	1%	0%	23%[57.1 µM]	-4%	18%[57.1 µM]	8	2%
33	CCOc1ccc(OCC)c(NC(=O)CSCC(=O)O)c1	-20%	-3%	-1%	-15%	14%[57.1 µM]	-5%	17%[57.1 µM]	-5	-2%
34	O=P(c1ccccc1)(c1ccccc1)C(c1ccccn1)P(=O)(c1ccccc1)c1ccccc1	7%	9%	2%	4%	13%[57.1 µM]	-3%	6%[57.1 µM]	-5	-3%
35	COCCCN1CC(=O)N2C(c3cccc(OC)c3)c3[nH]c4ccccc4c3C[C@H]2C1=O (stereo partly specified)	-14%	12%	0%	-1%	-4%	-5%	-8%	-6	-6%
36	CCOC(=O)CCc1c(C)nc2c(-c3ccccc3)c(C)[nH]n2c1=O	-30%	-2%	-9%	-2%	-1%	-1%	10%	1	0%
37	C[C@H]1CN([C@@H](C)CO)C(=O)c2cccc(NC(=O)C3CC3)c2O[C@H]1CN(C)CC1CCCCC1	?	-6%	6%	6%	10%[57.1 µM]	-5%	7%[57.1 µM]	-1	-5%
38	CCn1nnc(NC(=O)c2c(OC)cccc2OC)n1	-6%	1%	2%	-25%	6%	-3%	11%	-5	-4%
39	CC(=O)COc1ccc2c(-c3ccccc3)cc(=O)oc2c1C	-6%	1%	1%	6%	-3%	-6%	-11%[57.1 µM]	-3	-1%
40	Cc1ccc(O)c(C(=O)CC(=O)c2ccc(Cl)cc2)c1	-11%	-9%	-5%	11%	0%	6%	8%	1	-13%
41	CCCCNC(=S)Nc1ccccc1F	-8%	4%	-8%	6%	-5%[57.1 µM]	-4%	-14%[57.1 µM]	0	0%
42	COc1ccc(Cl)cc1C(=O)NCCCSc1ccccc1	?	3%	10%	17%	0%	-3%	14%	-1	6%
43	CSCCC(NC(=O)c1ccccc1Cl)C(=O)NNC(=O)c1ccncc1 (stereo unspecified)	-3%	2%	-9%	5%	-9%	-3%	1%	-3	1%
44	O=P(OC1CCCCC1)(OC1CCCCC1)C(O)c1ccc(Cl)cc1Cl (stereo unspecified)	-12%	3%	-2%	2%	-11%	-2%	-7%	-12	-3%
45	Cc1oc2c(CN3CCCCC3C)c(O)ccc2c(=O)c1-c1ccc(Br)cc1 (stereo unspecified)	-4%	3%	7%	-7%	78%[activator]	-1%	9%	-2	0%
46	O=C1[C@H]2[C@@H](c3ccc(F)cc3)N3C(=O)N(c4ccc(Br)cc4)C(=O)[C@@]3(Cc3ccccc3)[C@H]2C(=O)N1C1CCCCC1	-32%	9%	-1%	6%	-2%[57.1 µM]	-1%	21%	-8	-3%

A portion of the library (hit frequency here may not be typical).
